Screening results deposited in PubChem BioAssay by The Scripps Research Institute Molecular Screening Center.
GSTO1 counter = GSTO1 inhibition, counter-screen for RBBP9 inhibitors | inhibition, % at 5.96 µM | P78417 | 300,000 compounds, 1.1% hits | recombinant GSTO1, activity-based probe fluorescence polarization;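 active = inhibition above the campaign mean inhibition plus 3 SD, cut at about 35% in these data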;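 also: 0% = GSTO1-1 with DMSO and 100% = wells lacking GSTO1-1 enzyme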
PAFAH1B2 FP inh = PAFAH1B2 (human) inhibition | P68402 | recombinant PAFAH1B2, FP-rhodamine activity probe, fluorescence polarization | inhibition, % at 3.39 µM | 340,000 compounds, 1.2% hits;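 active = inhibition above the mean of all tested compounds plus 3 SD, cut at about 24% in these data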;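 also: 0% = enzyme with DMSO and 100% = wells lacking PAFAH1B2; many of its hits are not listed in these tables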
Target sequence (P68402 whole entry, looked up): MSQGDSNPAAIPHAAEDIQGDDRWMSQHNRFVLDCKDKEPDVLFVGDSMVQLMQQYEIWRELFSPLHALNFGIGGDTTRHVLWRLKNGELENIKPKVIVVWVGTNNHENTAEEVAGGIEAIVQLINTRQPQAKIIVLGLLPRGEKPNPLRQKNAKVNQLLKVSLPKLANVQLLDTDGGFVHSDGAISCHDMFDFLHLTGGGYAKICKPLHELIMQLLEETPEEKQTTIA
PAFAH1B3 inh = blocks human PAF acetylhydrolase 1B catalytic subunit 3 | recombinant PAFAH1B3, FP-rhodamine probe, fluorescence polarization | inhibition, % at 3.39 µM | 340,000 compounds, 0.28% hits;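 active = inhibition above the screen-wide average of all tested compounds plus 3 SD, cut at about 25% in these data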;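 also: 0% = enzyme with DMSO only and 100% = wells lacking PAFAH1B3 protein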
Fam108B inh = blocks mouse Fam108B hydrolase in RBBP9 counter-screen. recombinant Fam108B, FP-Rh probe fluorescence polarization. inhibition, % at 9.51 µM. 300,000 compounds, 0.33% hits;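 active = inhibition above the screen mean inhibition plus 3 SD, computed separately per campaign, cut at about 18% in these data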;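 also: inhibitors lower polarization as less probe binds the enzyme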
LYPLA1 inh = counter-screen for PME1 inhibitors: inhibitors of human LYPLA1. O75608. recombinant LYPLA1, FP-Rh probe fluorescence polarization. inhibition, % at 5.9 µM. 320,000 compounds, 0.16% hits. AID 2174;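 active = inhibition above the mean of all tested compounds plus 3 SD, set per campaign, cut at about 14% in these data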;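 also: inhibitors block serine hydrolase probe labeling of LYPLA1 so polarization falls; 0% = enzyme with DMSO and 100% = wells lacking LYPLA1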
Target sequence (O75608 whole entry, looked up): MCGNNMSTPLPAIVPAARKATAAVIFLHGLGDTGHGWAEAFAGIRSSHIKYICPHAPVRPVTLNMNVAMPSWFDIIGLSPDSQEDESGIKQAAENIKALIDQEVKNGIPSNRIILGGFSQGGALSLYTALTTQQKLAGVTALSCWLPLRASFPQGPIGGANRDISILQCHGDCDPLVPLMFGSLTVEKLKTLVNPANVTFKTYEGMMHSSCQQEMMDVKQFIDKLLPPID
PAD4 inh = blocks human protein arginine deiminase 4; Q9UM07; recombinant PAD4, RCA probe fluorescence polarization; inhibition, % at 6.36 µM; 330,000 compounds, 0.41% hits; AID 485272;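 active = percent inhibition above a cutoff equal to the mean of all tested compounds plus 3 SD, cut at about 15% in these data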;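 also: 0% = PAD4 with RCA probe and DMSO and 100% = probe without PAD4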
PME-1 inh = PME-1 (human) inhibition. Q9Y570. recombinant PME-1, FP-Rh probe fluorescence polarization. inhibition, % at 5.9 µM. 320,000 compounds, 0.53% hits. AID 2130;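 active = inhibition above the campaign mean of all compounds plus 3 SD, cut at about 26% in these data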;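 also: competitive labeling of PME-1 active site by serine hydrolase directed probe; 0% = PME-1 with DMSO and 100% = wells lacking PME-1 enzyme; inhibitors block probe labeling so polarization falls and inhibition rises; many of its hits are not listed in these tables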
Target sequence (Q9Y570 whole entry, looked up): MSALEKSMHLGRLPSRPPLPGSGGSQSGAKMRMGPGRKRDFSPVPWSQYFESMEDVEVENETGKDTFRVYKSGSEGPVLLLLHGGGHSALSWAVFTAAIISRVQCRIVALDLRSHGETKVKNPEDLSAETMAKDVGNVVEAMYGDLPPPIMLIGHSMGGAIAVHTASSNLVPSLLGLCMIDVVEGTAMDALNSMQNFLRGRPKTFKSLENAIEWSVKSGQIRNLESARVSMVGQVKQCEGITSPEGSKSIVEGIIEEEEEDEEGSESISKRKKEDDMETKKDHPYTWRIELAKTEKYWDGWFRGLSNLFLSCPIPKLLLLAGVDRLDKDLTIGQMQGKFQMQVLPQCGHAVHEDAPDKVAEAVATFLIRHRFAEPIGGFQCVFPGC
PAFAH2 inh = PAFAH2 (human) inhibition; recombinant PAFAH2, FP-rhodamine activity probe, fluorescence polarization; inhibition, % at 3.39 µM; 340,000 compounds, 0.99% hits;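 active = inhibition above the mean over all tested compounds plus 3 SD, cut at about 30% in these data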;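 also: inhibitors block probe labeling of enzyme so polarization drops; 0% = enzyme with DMSO and 100% = wells lacking PAFAH2 protein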
pPAFAH FP inh = inhibitors of human plasma PAF acetylhydrolase (pPAFAH). Q13093. recombinant pPAFAH, FP-rhodamine probe fluorescence polarization. inhibition, % at 3.39 µM. 330,000 compounds, 1.5% hits. AID 463082;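 active = inhibition above the mean inhibition across the screen plus 3 SD, cut at about 25% in these data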;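 also: inhibitors block binding of the rhodamine activity-based probe so polarization drops; 0% = enzyme with DMSO and 100% = wells lacking pPAFAH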
The depositor's hits bear a star; nt = no result given. These rows are one share of the data, so the mix of outcomes need not match the whole.

SMILES	GSTO1 counter	PAFAH1B2 FP inh	PAFAH1B3 inh	Fam108B inh	LYPLA1 inh	PAD4 inh	PME-1 inh	PAFAH2 inh	pPAFAH FP inh
Cc1sc(NC(=O)c2ccco2)c(CN2CCN(c3ccc(F)cc3)CC2)c1C	-4	0	-4	5	0	-1	-3	6	12
COc1cc2c(cc1OC)[C@H](C)N(C(=O)COc1ccccc1)CC2	2	8	6	1	0	4	-3	-2	2
O=C(Nc1ccccc1-c1ccccc1)C1CCC1	-3	7	2	-1	-1	2	2	6	-4
O=C(NCCc1ccccc1)c1cc2sccc2n1Cc1ccccc1	0	2	8	2	-2	6	5	0	0
O=C(O)C1C2C=CC(C2)C1C(=O)NCc1cccnc1 (stereo not drawn)	6	6	2	-2	0	-3	-4	0	5
CCc1ccc(C(=O)COC(=O)c2cnccn2)cc1	30	4	6	-3	4	-4	-4	1	2
O=C(CNC(=O)c1ccc2c(c1)OCO2)N/N=C/c1cc(Br)ccc1O	4	8	7	-2	-2	-2	-5	5	2
O=C(NCc1cccnc1)C(=O)c1c[nH]c2ccccc12	-1	11	6	-1	-1	-1	-5	2	-1
COc1ccccc1N1CCN(C2CCCN(C(=O)CCC(C)=O)C2)CC1 (stereo not drawn)	2	2	7	2	-2	-9	-13	-2	2
CCCN1C(=O)C(NS(=O)(=O)c2ccc(N)cc2)(C(F)(F)F)C(C(=O)OC)=C1C (stereo not drawn)	3	0	2	-3	3	-9	1	-2	1
Cc1c(C(=O)NC2CCCc3ccccc32)cccc1[N+](=O)[O-] (stereo not drawn)	5	1	1	2	-2	2	5	10	-1
Cn1c(=O)c2c(nc(SCC(=O)N3CCCCCC3)n2C)n(C)c1=O	-8	0	1	-1	-5	-3	1	-21	-2
Nc1nnc(SCC(=O)Nc2cccnc2Cl)s1	7	2	4	-6	1	-6	-4	0	-12
CC(C)CN1C(=O)C(=O)N(CC(=O)N2CCN(c3ccccc3)CC2)C1=O	8	3	2	5	-1	6	6	3	1
CCn1ncc(CN2CCCC(C(=O)Nc3cccc(-c4cc5ccccc5[nH]4)c3)C2)c1C (stereo not drawn)	-11	0	2	4	5	-1	3	2	2
COc1ccc(NC(=O)N(C)C[C@H]2Oc3ccc(NC(=O)CCC(F)(F)F)cc3C(=O)N([C@H](C)CO)C[C@@H]2C)cc1	nt	-4	2	nt	nt	3	nt	-1	4
N#CCCN(C1CCCCC1)S(=O)(=O)CCOc1ccccc1	-4	-2	-2	-4	0	1	0	2	-1
COc1cc(C(=O)OC(C)C(=O)NCC2CCCCC2)cc(NC(=O)c2ccco2)c1OC (stereo not drawn)	3	-1	-1	-3	-6	0	3	-9	0
CCCCn1c(N)c(N(C)C(=O)c2cc3c(s2)CCCCC3)c(=O)[nH]c1=O	nt	2	3	nt	1	-2	-3	1	12
Cc1cc(C(=O)COC(=O)c2ccc(O)cc2O)c(C)n1-c1ccccc1	nt	-1	-4	nt	-14	-3	-60	-7	-3
Cc1cccc(NC(=O)/C(=C/c2cccc([N+](=O)[O-])c2)NC(=O)c2cccs2)c1	8	9	2	-2	-2	1	-13	1	-1
O=C(CCCSc1nc2ccccc2s1)NC1=NCCS1	6	-1	-8	5	-3	5	0	-1	4
Cc1ccc(NC(=O)c2cc(S(=O)(=O)N(C)C)ccc2N2CCCC2)cc1F	4	-3	5	-2	-2	3	7	1	10
Cc1ccc(C(=O)NCC(=O)OCC(=O)N2CC(C)OC(C)C2)cc1 (stereo not drawn)	-2	-1	7	0	0	3	-5	0	3
COc1ccc(CN(C)C(=O)COc2cccc(-n3cnnn3)c2)cc1OC	nt	-1	5	nt	nt	0	nt	1	1
Clc1ccc2nc3c4ccccc4cnn3c2c1	-7	2	0	-7	0	2	-7	3	2
Cc1cc(=O)[nH]c(SCC(=O)NC2CCCCCC2)n1	nt	9	11	nt	nt	3	nt	6	1
O=C(CSc1cccc2cccnc12)Nc1cc(C(=O)O)cc(C(=O)O)c1	5	6	8	0	1	-2	0	-6	-1
COc1cc(OC)nc(Oc2cccc(C(F)(F)F)c2)n1	-2	1	-1	0	3	2	2	6	5
CCOc1ccc(-c2nnc3ccc(SCC(=O)N4CCCCC4)nn23)cc1	2	0	3	-1	3	2	-5	8	6
CC1CC(C)CN(C(=O)Cn2ncc3c([nH]c4ccccc43)c2=O)C1 (stereo not drawn)	0	5	4	-1	-3	4	3	4	3
C#CCOc1ccc(C2C(C#N)=C(N)Oc3cc(O)ccc32)cc1 (stereo not drawn)	14	12	7	-1	2	-2	0	-5	14
c1ccc2[nH]c(CSc3nc4ccccc4s3)nc2c1	3	4	-6	-3	1	0	-10	2	3
CCOc1ccc(-c2nnn(CC(=O)NCc3ccco3)n2)cc1OCC	6	-4	8	1	1	-3	-2	2	6
COc1ccc(OC)c(C(Nc2ccccc2)P(=O)(OC(C)C)OC(C)C)c1 (stereo not drawn)	1	nt	nt	2	-2	-1	2	nt	0
CCC(O)c1cc2c(cc1NC(=O)c1ccc(C)cc1)OCCO2 (stereo not drawn)	-7	-2	12	-3	-5	-2	0	-2	-4
CSc1nc(C)cc(OCC(=O)n2nc(C)cc2C)n1	3	1	5	3	0	-1	-1	1	4
CC(C)CC(=O)/C=C/n1c(=S)oc2ccccc21	-4	3	5	1	0	2	-4	1	8
Cc1sc(CO)c(Sc2ccccc2)c1C(=O)O	7	nt	nt	1	-1	11	-4	nt	11
O=C(O)CCCC(=O)Nc1cccc([N+](=O)[O-])c1	-10	3	9	2	3	-4	-9	-4	4
CC(=O)Nc1ccc(S(=O)(=O)NCc2csc(C)n2)cc1	-1	8	-6	-6	-2	-3	-3	-4	6
CCOC(=O)C1CCN(C(=O)c2ccc(OCC(=O)Nc3cccc(C(F)(F)F)c3)c(OC)c2)CC1	-11	-2	8	0	-2	2	3	2	6
COC(=O)C1=C(C)N(CCc2c[nH]c3ccc(OC)cc23)C(=O)C1	-14	1	-2	5	2	6	4	3	-2
O=C(C1COc2ccccc2O1)N1CCc2ccccc2C1 (stereo not drawn)	12	8	4	7	3	5	1	0	4
OC[C@@H]1[C@@H](c2ccc(F)cc2)C(c2cccc(Cl)c2)=NN1c1ccccc1	nt	4	3	nt	nt	2	nt	-3	7
CCN(CC(=O)N1CCN(Cc2ccccc2)CC1)S(=O)(=O)c1ccc(F)cc1	4	5	2	3	-3	-3	-4	-1	8
CCCC(=O)Nc1ccc(Cl)c(NC(=O)c2cccnc2Cl)c1	1	0	3	4	-1	-3	3	4	4
O=C(Cn1cnc2ccccc21)NCCCN1CCOCC1	7	4	6	1	-2	0	-8	-3	7
O=C(c1ccc(Cl)cc1)c1cnc(-c2ccc(Cl)cc2)s1	8	1	8	4	-3	3	6	-4	-3
O=C(NCCN1CCCC1=O)C1CCC(=O)N(CCc2cccc(F)c2)C1 (stereo not drawn)	-1	-9	-2	-3	-2	2	-1	2	1
COC(=O)C1=C(C(=O)OC)[C@@H]2N(C)c3ccccc3[C@@]23C[C@@H](C(=O)OC)N(C(=O)CC(C)C)C3=N1	8	8	16	3	1	-4	9	4	2
CCO/C(C)=C1\C(=O)N(CC)c2ccccc21	1	2	6	4	3	1	1	1	6
c1ccc2c(-c3ccncc3)c[nH]c2c1	4	3	3	-1	-1	-1	-8	9	0
CCCCN(CC)CCNC(=O)c1cc2c(=O)[nH]c3ccccc3c2s1	5	5	2	5	-2	0	2	-4	6
CCC(C)(C)C1CCc2[nH]nc(C(=O)NC3CCCC3)c2C1 (stereo not drawn)	3	16	-4	1	-1	-1	0	2	2
Cc1ccc(-c2nnc3c(C(F)(F)F)nc4ccccc4n23)cc1	-2	0	5	5	-1	-2	1	2	4
Cc1ccc(C(=O)NCc2ccco2)cc1S(=O)(=O)N1CCOCC1	7	4	12	0	0	-3	-2	-2	-4
CS(=O)(=O)N1CCCC(C(=O)NCCCN2CCC(Cc3ccccc3)CC2)C1 (stereo not drawn)	2	3	8	-4	1	2	0	7	0
COC(=O)COc1cccc(NC(=O)c2cccs2)c1	0	3	-5	1	-3	3	-7	1	-4
CCOC(=O)CSc1nnc(-c2ccc(NS(=O)(=O)c3ccc(C)cc3)cc2)o1	5	8	10	-1	2	-2	-4	8	14
New compounds follow
SMILES	GSTO1 counter	PAFAH1B2 FP inh	PAFAH1B3 inh	Fam108B inh	LYPLA1 inh	PAD4 inh	PME-1 inh	PAFAH2 inh	pPAFAH FP inh
CCOC(=O)C1CCCN(C(=O)c2cc(S(=O)(=O)N3CCCCC3)ccc2Cl)C1 (stereo not drawn)	3	3	6	1	0	3	9	-1	8
Cc1cc(C)c(NC(=O)CNC(=O)COC(=O)Cc2cccs2)c(C)c1	-2	-1	-2	0	3	-5	-2	-7	11
COc1ccc(-c2cc(C(=O)Nc3cc(C)on3)c3ccccc3n2)c(OC)c1	-1	-3	-3	-3	-6	4	2	-2	0
CCOc1cc(C(=O)NCC(=O)N/N=C/c2sccc2C)cc(OCC)c1OCC	12	-1	4	-8	1	2	-3	-4	-1
CCn1c(SCC(=O)Nc2cc(C)on2)nnc1-c1ccco1	-8	0	1	-1	2	-7	-4	-3	-4
CC1CCN(CC(O)COc2ccc(-c3ccccc3)cc2)CC1 (stereo not drawn)	6	7	11	1	0	-1	4	-9	-1
COc1cc2[nH]c(=S)n(Cc3ccco3)c(=O)c2cc1OC	-1	-3	0	-2	-6	-6	23	-2	2
COc1cccc(C(=O)NNC(=O)c2cccnc2)c1	8	6	15	3	3	-2	4	-8	3
O=C(O)C1=C[C@H](C2CC2)C[C@H](OCc2ccc(CO)cc2)O1	-3	-5	6	4	-5	-4	1	2	5
COc1ccccc1CCNC(=O)c1ccc(Br)s1	-3	-2	-2	-4	-2	-3	6	9	-3
CSc1sc(C(=O)O)c(C)c1C(C)=O	4	-2	9	0	-2	-2	-3	-2	2
C[C@H](NC(=O)c1nc[nH]c1C(=O)N[C@@H](CCCCN)C(=O)OC(C)(C)C)C(=O)OC(C)(C)C	3	-4	6	-1	0	-4	2	-3	2
Cn1c(=O)n(C)c2cc(N3CCOCC3)c(NC(=O)c3cccc(Cl)c3)cc21	-3	3	3	-4	3	0	-1	0	4
COc1cc(S(=O)(=O)N2CCCCCC2)c(OC)cc1Br	6	1	1	2	-1	5	0	1	3
Cn1c2ccsc2c2ncn(Cc3ccccc3F)c(=O)c21	nt	6	10	nt	nt	1	nt	4	-1
O=C(c1cc(=O)[nH]c2ccccc12)N1CC=C(c2ccccc2)CC1	5	2	-3	7	3	0	4	1	4
CC1(C)Cc2ccccc2-c2nnc(-c3ccco3)n21	1	-7	1	3	-2	7	-1	-12	6
CC(=O)Nc1sc(C)c(C)c1C(=O)OCC(=O)Nc1cc(S(C)(=O)=O)ccc1Cl	-24	-6	-3	-21	-4	-2	-13	-19	2
COc1ccc(N2C(=O)CSC2c2ccc3c(c2)OCO3)c(OC)c1 (stereo not drawn)	5	9	1	4	2	-4	5	10	8
FC(F)(F)c1nc(N2CCCC2)ncc1-c1nnnn1-c1ccc(Cl)cc1	-11	4	10	-6	0	-4	3	0	5
COc1ccccc1CN1CC(C(=O)NCc2ccc(N3CCCC3=O)cc2)CCC1=O (stereo not drawn)	3	1	4	2	2	2	-3	1	3
